High-throughput results (PubChem BioAssay)
Pf growth 96h: Primary qHTS for delayed death inhibitors of the malarial parasite plastid, 96 hour incubation. P. falciparum luciferase reporter growth, 96 h. Potency, µM (top dose mostly 28.7 µM), for inactives: at the top dose activity change, negative = inhibition, usual class: inhibitors. actives 6.9% (n = 320,000). AID 504834, 2011; further: potency means the concentration at half of the fitted maximal effect; on the % scale 0 is the no-effect control and ±100 the full control effect
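Compounds incubated with erythrocytes infected by luciferase-expressing P. falciparum (2% hematocrit, 0.05% parasitemia final) for 96 hours, 37 C in 5% CO2. Growth inhibition scored as decreased luciferase luminescence.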
Shiga toxin inh: A qHTS for Small Molecule Inhibitors of Shiga Toxin; inhibition, % at 38.7 µM; Vero cells, Shiga toxin protein synthesis inhibition reporter; actives 9.2% (n = 290,000); in the data active means inhibition mostly above about 28%, no sharp cut-off; inactive means mostly below about 43%; further: 0% is about no effect
FBPA Giardia inh: qHTS Assay for Inhibitors of Fructose-1,6-bisphosphate Aldolase from Giardia Lamblia | A8B2U2 | purified Giardia FBPA | Potency, µM (highest dose often 59.6 µM), for inactives: at the highest dose activity, negative = inhibition, usual class: inhibitors | actives 0.71% (n = 290,000); further: potency means the concentration at half of the fitted maximal effect; on the % scale 0 is the no-effect control and ±100 the full control effect; nearly all actives have a fitted effect of over 55% in size
Target sequence (A8B2U2 whole entry, looked up): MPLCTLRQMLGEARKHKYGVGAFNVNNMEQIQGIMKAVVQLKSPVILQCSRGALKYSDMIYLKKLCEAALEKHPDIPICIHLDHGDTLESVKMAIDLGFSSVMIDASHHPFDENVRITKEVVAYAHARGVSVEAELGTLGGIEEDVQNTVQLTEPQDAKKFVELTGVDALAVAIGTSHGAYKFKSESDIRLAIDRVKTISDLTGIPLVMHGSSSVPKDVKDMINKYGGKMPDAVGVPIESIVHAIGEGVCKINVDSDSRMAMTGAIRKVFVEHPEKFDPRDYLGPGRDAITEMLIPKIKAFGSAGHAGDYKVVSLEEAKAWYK
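40 nM FBPA preincubated 10 min at RT with compound (up to 57.5 uM final), then substrate plus GAPDH/TPI/NAD/arsenate coupling and diaphorase/resazurin added. Fluorescence read after 20 min at RT, 525/598 nm.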
Pf growth 48h: Primary qHTS for delayed death inhibitors of the malarial parasite plastid, 48 hour incubation; P. falciparum luciferase growth in erythrocytes, 48 h; Potency, µM (doses to about 28.7 µM), for inactives: at the highest dose activity change, negative = inhibition, usual class: inhibitors; actives 5.9% (n = 310,000); AID 504832, 2011; further: potency means the concentration at half of the fitted maximal effect; on the % scale 0 is the no-effect control and ±100 the full control effect
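Luciferase-expressing parasites in RBCs, 2% Hct / 0.1% parasitemia final; RPMI 1640 + 0.5% Albumax; 37 C, 5% CO2, one generation; luminescence read-out, lower signal = inhibition.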
HCV inhibitor: qHTS Assay for Inhibitors of Hepatitis C Virus (HCV); Potency, µM (top dose mostly 41.8 µM), for the others: at the highest dose activity change, negative = inhibition, usual class: inhibitors; AID 651820, 2012; actives 3.4% (n = 340,000); Huh7.5.1 HCVcc-Cre infection, luciferase reporter, 44 h; further: potency means the concentration at half of the fitted maximal effect; on the % scale 0 is the no-effect control and ±100 the full control effect
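A cell-based infection assay in which seeded cells (1,000 per well) receive test compound after 4 h, are inoculated with HCVcc-Cre at approximately 0.5 moi, and are incubated 44 h before luminescence detection.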
Cycloheximide cs: Cycloheximide Counterscreen for Small Molecule Inhibitors of Shiga Toxin; max response, %; cell reporter, cycloheximide protein synthesis inhibition counterscreen; actives 12% (n = 300,000); in the data active means max response mostly above about 13%, no sharp cut-off; inactive means mostly below about 14%; further: read at 38.3 µM for the half of the compounds with a filed dose; 0% is about no effect
The depositor's hits bear a star; u = inconclusive; x = no result given; [ ] = dose if it differs, or a comment. Unless noted, the call rests on the fitted dose curve; in most records, active means well fitted curve in the direction sought with a large enough effect; inconclusive means small, poorly fitted or top-dose-only effect, or another doubt; inactive means no such curve, though single readings can be large; an effect the other way counts as inactive or inconclusive.

SMILES	Pf growth 96h	Shiga toxin inh	FBPA Giardia inh	Pf growth 48h	HCV inhibitor	Cycloheximide cs
O=C(Nc1ccccc1C(=O)O)c1cc(S(=O)(=O)N2CCOCC2)c(Br)s1	u	17	-11%	-5%	2%	8
COc1ccc(NC2CCCN(C(=O)C3(C)CCCCC3)C2)cc1OC (stereo not drawn)	13%	-3	u	-13%	-5%	-3
Cc1ccc(S(=O)(=O)N2CC3CC(C2)c2cccc(=O)n2C3)cc1 (stereo not drawn)	6%	-6	1%	7%	9%	-4
CC(C)CCOc1cccc(OCC(=O)Nc2ccncc2)c1	25%	-6	15%	5%	u	-4
COc1cccc(CN(C)C(=O)CC23CC4CC(CC(C4)C2)C3)c1OC	u	-11	5%	u	-25%	-4
COC(=O)c1c(NC(=O)C2=COCCO2)sc(C)c1C	75%[activator]	x	x	22%	u	x
COC(=O)c1cccnc1-n1c(=O)c2cccnc2n(Cc2cccc(OC)c2)c1=O	u	-1	-1%	x	15%	-4
Cn1c(=O)n(C)c2cc(NC(=O)CSc3nnc(-c4ccccc4O)n3-c3ccccc3)ccc21	x	-11	-9%	u	u	-2
CC(=O)C1=C(C)OC(N)=C(C(=O)OC(C)C)C12C(=O)Nc1ccccc12 (stereo not drawn)	u	-11	2%	-12%	16%	-5
NC(=O)c1ccc(NC(=O)CC23CC4CC(CC(Br)(C4)C2)C3)cc1	-3%	7	-8%	12%	17%	1
CN(C(=O)c1c[nH]c(=O)cc1C(F)(F)F)c1ccc(Cl)c(Cl)c1	-108%	17	-3%	12µM*	-13%	-2
COc1cccc(-c2sc3ccc(OC)cc3c2C#CCCO)c1	u	x	x	-10%	u	x
COc1ccc(N(CC(=O)Nc2ccc(C)c(F)c2)S(=O)(=O)c2c(C)noc2C)cc1	u	-3	x	13µM*	6%	-2
CCC(=O)N1CCN(c2ccc(NC(=O)COc3ccc(CC)cc3)cc2)CC1	7%	8	3%	u	-11%	-3
CCN(CC)S(=O)(=O)c1ccc(C(=O)NCc2nnc(SCC(=O)OC)n2C)cc1	10%	4	3%	u	9%	-6
CCCOC(=O)c1c(-c2ccccc2)nc(CC)c(C(=O)SCC)c1CCC	5%	x	-2%	u	20%	x
CC(C)(C)C(=O)NC1CCSC1=O (stereo not drawn)	10%	22	-1%	-9%	x	-1
COc1ccc(C(=O)Nc2ccc(NC(C)=O)cc2)cc1S(=O)(=O)N1CCCCC1C (stereo not drawn)	u	x	x	u	u	x
O=C(NC(CO)c1ccccc1)c1ccco1 (stereo not drawn)	-26%	-7	1%	x	15%	-4
CC(=O)c1c(C)nc2ccc(Br)cc2c1-c1ccccc1	-20%	21	9%	u	u	3
CCOc1cc(NC(=S)Nc2ccccc2)c(OCC)cc1NC(=O)c1ccccc1	8.3µM*	-9	-3%	u	u	-3
COc1ccccc1CC(=O)N1CCN(CCc2ccccc2)CC1	u	10	7%	-4%	2%	-2
CCOC(=O)/C(O)=C/c1ncc(C(F)(F)F)cc1Cl	30%[activator]	43	-1%	37%	7%	2
NS(=O)(=O)c1ccc(CCNC(=O)c2ccc3c(c2)OCO3)cc1	u	-5	5%	24%	3%	-4
O=C(Nc1ccccc1C(=O)Nc1ccc(Br)cn1)c1cccc([N+](=O)[O-])c1	0%	11	1%	38%[activator]	3%	-2
CC1Cc2ccccc2N1S(=O)(=O)c1cccc(C(=O)N2Cc3ccccc3CC2C(N)=O)c1 (stereo not drawn)	13µM*	x	x	u	-2%	x
Cc1cc(C)n2nc(SCC(=O)N(Cc3ccccc3)C3CCS(=O)(=O)C3)nc2n1 (stereo not drawn)	-2%	-14	6%	-19%	-1%	-3
COc1ccc(CNC(=O)c2cc3c(s2)CN(Cc2ccccc2)C3)cc1	117%[activator]	-3	-5%	u	-6%	4
COc1ccc(/C(=N/O)C(C)(C)NO)cc1	8.3µM*	3	-18%	x	15%	1
CCOc1cc(C(=O)Nc2nnc(CC)s2)ccc1OCC(=O)N1CCOCC1	u	6	-7%	0.26µM*	-12%	-5
CC(OC(=O)CC1CC2CCC1C2)C(=O)Nc1ccc(N2CCOCC2)cc1 (stereo not drawn)	56%	4	1%	2%	31%[activator]	18
O=C(NCCCN1CCOCC1)c1cccc(S(=O)(=O)Nc2ccccc2Cl)c1	3%	-23	x	-2%	3%	-1
Cc1ccccc1NC(=S)NC(NC(=O)CF)C(Cl)(Cl)Cl (stereo not drawn)	u	5	4%	6%	10%	4
Cc1ccc(C(=O)N2CCN(c3ccccc3O)CC2)cc1S(=O)(=O)N1CCCCC1	-103%	x	x	13µM*	u	x
O=C(O)CSC(C(=O)Nc1ccc(Br)cc1)c1ccc(Cl)cc1 (stereo not drawn)	26%	-1	6%	9%	-1%	-3
O=C(c1ccc(F)cc1)C1CCN(C(=O)c2ccncc2)CC1	66%[activator]	-7	9%	-17%	12%	-2
O=S(=O)(NCc1ccc2c(c1)OCO2)c1ccc2c(c1)oc1ccccc12	32%	-26	-9%	-4%	23%	-2
CC1CCN(C(=O)COC(=O)CNC(=O)C23CC4CC(CC(C4)C2)C3)CC1	-27%	x	x	38%[activator]	-2%	x
O=C(CNC(=O)c1ccc(F)cc1)N/N=C/c1cc(Br)ccc1OCc1ccccc1	u	10	-10%	2%	u	1
CCOC(=O)/C(=N\O)C1=NC(C)(C)Cc2ccccc21	-28%	-5	-3%	11%	31%[activator]	-1
CCOc1ccc2ccccc2c1C(=O)Nc1cc(=O)n(C)c(=O)n1C	0%	19	1%	-5%	14%	-4
CC1CCCCN1CCNS(=O)(=O)c1ccc2c(c1)oc(=O)n2C (stereo not drawn)	u	-11	-5%	23%	13%	1
COc1ccc([N+](=O)[O-])cc1NC(=O)c1ccc(CN(c2ccccc2)S(C)(=O)=O)cc1	24%	0	2%	u	u	8
COc1cccc(NC(=O)C2CCN(S(=O)(=O)c3ccc4c(c3)NC(=O)C(C)S4)CC2)c1 (stereo not drawn)	26%	-8	x	u	u	-8
Cc1ccc(NC(=O)c2cccs2)cc1NC(=O)c1ccccc1Cl	11%	4	6%	4%[0.00184 µM]	-13%	5
COc1cccc(NC(=O)CSc2ccc3nnc(-c4ccccn4)n3n2)c1	59%[activator]	5	x	37%[activator]	13%	-2
CN(C)CCN=Cc1c(O)n(Cc2ccc3c(c2)OCO3)c(=O)c2ccccc12	15%	-4	0%	92%[activator]	-11%	1
O=c1cc(CSc2nc3ccccc3[nH]2)c2ccccc2[nH]1	-10%	53*	-18%	x	u	28*
Cc1ccc(CNC(=O)Cn2ccc3cc(S(=O)(=O)N4CCCCCC4)ccc32)cc1	u	-2	-2%	u	u	-2
COc1cccc(CN2c3ccc(Br)cc3C(=O)CS2(=O)=O)c1	u	x	x	9.3µM*	u	x
CNC(=O)c1ccsc1NC(=O)CCS(=O)(=O)c1ccccc1	u	16	0%	u	-9%	15
CC(C)C[C@@H](CO)N1CCN(Cc2ccc(O)cc2)CCC1=O	79%[activator]	7	11%	32%[activator]	-10%	-2
O=C1c2ccc(Oc3ccc([N+](=O)[O-])cc3)cc2C(=O)N1CCCO	u	20	19%	u	13%	1
CC1Cc2ccccc2N1C(=O)CSc1nnc(Cc2ccccc2)n1CCc1ccccc1 (stereo not drawn)	u	-18	-3%	x	u	-6
CCc1cccc(C)c1NC(=O)CN1C(=O)NC(Cc2ccccc2)C1=O (stereo not drawn)	-19%	25	4%	0%	0%	-6
CCn1c(/C=C/Nc2ccccc2)[n+](CC)c2ccc(Cl)cc21	8.3µM*	-4	0%	u	-14%	-4
CCC1Oc2ccccc2N(CC(=O)NCCCN2CCC(C)CC2)C1=O (stereo not drawn)	32%	-5	-5%	-1%	-26%	-3
CCNC(=O)C12CCC(C)(C(=O)C1Br)C2(C)C (stereo not drawn)	25%	8	0%	4%	6%	2
CCn1cc(C(=O)NCCCN2CCCCCC2)c(=O)c2cc(S(=O)(=O)N3CCc4ccccc4C3)ccc21	10%	-16	-2%	5.2µM*	u	-1
O=C(CCCl)N(Cc1nc2ccccc2c(=O)[nH]1)Cc1cccs1	12%	3	-3%	-18%	25%	2

Single records (already shown):
`CCn1c(/C=C/Nc2ccccc2)[n+](CC)c2ccc(Cl)cc21` is listed with Pf growth 96h: 8.3µM*; Shiga toxin inh: -4; FBPA Giardia inh: 0%; Pf growth 48h: u; HCV inhibitor: -14%; Cycloheximide cs: -4
`COc1cccc(CN2c3ccc(Br)cc3C(=O)CS2(=O)=O)c1` is listed with Pf growth 96h: u; Shiga toxin inh: x; FBPA Giardia inh: x; Pf growth 48h: 9.3µM*; HCV inhibitor: u; Cycloheximide cs: x

Part of the list above, comma-delimited:
mol,Pf growth 96h,Shiga toxin inh,FBPA Giardia inh,Pf growth 48h,HCV inhibitor,Cycloheximide cs
O=C(Nc1ccccc1C(=O)O)c1cc(S(=O)(=O)N2CCOCC2)c(Br)s1,u,17,-11%,-5%,2%,8
COc1ccc(NC2CCCN(C(=O)C3(C)CCCCC3)C2)cc1OC (stereo not drawn),13%,-3,u,-13%,-5%,-3
Cc1ccc(S(=O)(=O)N2CC3CC(C2)c2cccc(=O)n2C3)cc1 (stereo not drawn),6%,-6,1%,7%,9%,-4

Returning to the listing, repeating the 2 entries before the break.
SMILES	Pf growth 96h	Shiga toxin inh	FBPA Giardia inh	Pf growth 48h	HCV inhibitor	Cycloheximide cs
CCn1cc(C(=O)NCCCN2CCCCCC2)c(=O)c2cc(S(=O)(=O)N3CCc4ccccc4C3)ccc21	10%	-16	-2%	5.2µM*	u	-1
O=C(CCCl)N(Cc1nc2ccccc2c(=O)[nH]1)Cc1cccs1	12%	3	-3%	-18%	25%	2
Cc1cc(C)c2c(c1)/C(=c1/sc3n(c1=O)CN(c1ccccc1)CN=3)C(=O)N2	-4%	5	0%	6%	-10%	1
Cn1c(Cc2ccccc2)nnc1SCC(=O)c1cccs1	10%	-3	-1%	x	23%	2
O=C(Cn1cncn1)N/N=C/c1ccncc1	1%	23	10%	10%	8%	7
COc1ccc2cc(C3(C)NC(=O)N(CC(=O)Nc4c(C)n(C)n(-c5ccccc5)c4=O)C3=O)ccc2c1 (stereo not drawn)	u	15	4%	u	-19%	11
NC(=O)C1(N2CCCCC2)CCN(Cc2ccc(F)cc2)CC1	3%	-9	1%	x	-19%	-3
Cc1ccc(F)cc1NC(=O)c1c(-c2ccccc2)noc1C	u	-8	0%	x	-17%	-9
CCCC(=O)NC(C)c1nc2ccccc2n1C (stereo not drawn)	10%	16	-6%	26%	6%	-2
Cc1cc(C)cc(OCC(=O)N2N=C(C(F)(F)F)CC2(O)C(C)(C)C)c1 (stereo not drawn)	u	10	-6%	u	-5%	6
OC(COc1ccc(CNCc2cccnc2)cc1)CN1CCc2ccccc2C1 (stereo not drawn)	18%	-12	1%	u	-13%	-3
CCn1c(=N)c(C(=O)NC)cc2c(=O)n3cccc(C)c3nc21	x	-21	-1%	2%	4%	-3
C#CCn1c(=NC(=O)c2ccc(Cl)s2)sc2cccc(OC)c21	22%	21	1%	u	-4%	10
CCOC(=O)Cc1csc(NC(=S)NC(=O)c2ccc([N+](=O)[O-])cc2)n1	72%[activator]	4	u	4%	4%	2
Cc1cc(NS(=O)(=O)c2ccc(NC(=O)C(C)Oc3cc(C)c(Cl)c(C)c3)cc2)no1 (stereo not drawn)	u	-14	x	-6%	1%	-4
CCc1nnc(NC(=O)c2ncc(Cl)c(Cl)c2Cl)s1	30%	22	x	4%	u	14
COc1ccc(OC)c(-n2c(O)c(/C=C3\C=Nc4ccccc43)c(=O)[nH]c2=O)c1	31%[activator]	39	-5%	18%	25%	6
CCCOc1ccc(/C(O)=C2/C(=O)C(=O)N(CCCn3ccnc3)C2c2ccco2)cc1 (stereo not drawn)	99%[activator]	28	0%	50%[activator]	13%	28*
